ABCB1 inh: inhibitors of human ABCB1 transporter, ABCG2 counter-screen | 0.067% of 190,000 active | CCRF-Adr cells, JC-1 efflux, flow cytometry | inhibition, % at 6.6 µM | P08183; in the data active means inhibition above about 40%;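 further: 0% = vehicle and 100% = reference inhibitor; higher value means more JC-1 retained so stronger ABCB1 efflux block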
Target sequence (P08183 whole entry, looked up): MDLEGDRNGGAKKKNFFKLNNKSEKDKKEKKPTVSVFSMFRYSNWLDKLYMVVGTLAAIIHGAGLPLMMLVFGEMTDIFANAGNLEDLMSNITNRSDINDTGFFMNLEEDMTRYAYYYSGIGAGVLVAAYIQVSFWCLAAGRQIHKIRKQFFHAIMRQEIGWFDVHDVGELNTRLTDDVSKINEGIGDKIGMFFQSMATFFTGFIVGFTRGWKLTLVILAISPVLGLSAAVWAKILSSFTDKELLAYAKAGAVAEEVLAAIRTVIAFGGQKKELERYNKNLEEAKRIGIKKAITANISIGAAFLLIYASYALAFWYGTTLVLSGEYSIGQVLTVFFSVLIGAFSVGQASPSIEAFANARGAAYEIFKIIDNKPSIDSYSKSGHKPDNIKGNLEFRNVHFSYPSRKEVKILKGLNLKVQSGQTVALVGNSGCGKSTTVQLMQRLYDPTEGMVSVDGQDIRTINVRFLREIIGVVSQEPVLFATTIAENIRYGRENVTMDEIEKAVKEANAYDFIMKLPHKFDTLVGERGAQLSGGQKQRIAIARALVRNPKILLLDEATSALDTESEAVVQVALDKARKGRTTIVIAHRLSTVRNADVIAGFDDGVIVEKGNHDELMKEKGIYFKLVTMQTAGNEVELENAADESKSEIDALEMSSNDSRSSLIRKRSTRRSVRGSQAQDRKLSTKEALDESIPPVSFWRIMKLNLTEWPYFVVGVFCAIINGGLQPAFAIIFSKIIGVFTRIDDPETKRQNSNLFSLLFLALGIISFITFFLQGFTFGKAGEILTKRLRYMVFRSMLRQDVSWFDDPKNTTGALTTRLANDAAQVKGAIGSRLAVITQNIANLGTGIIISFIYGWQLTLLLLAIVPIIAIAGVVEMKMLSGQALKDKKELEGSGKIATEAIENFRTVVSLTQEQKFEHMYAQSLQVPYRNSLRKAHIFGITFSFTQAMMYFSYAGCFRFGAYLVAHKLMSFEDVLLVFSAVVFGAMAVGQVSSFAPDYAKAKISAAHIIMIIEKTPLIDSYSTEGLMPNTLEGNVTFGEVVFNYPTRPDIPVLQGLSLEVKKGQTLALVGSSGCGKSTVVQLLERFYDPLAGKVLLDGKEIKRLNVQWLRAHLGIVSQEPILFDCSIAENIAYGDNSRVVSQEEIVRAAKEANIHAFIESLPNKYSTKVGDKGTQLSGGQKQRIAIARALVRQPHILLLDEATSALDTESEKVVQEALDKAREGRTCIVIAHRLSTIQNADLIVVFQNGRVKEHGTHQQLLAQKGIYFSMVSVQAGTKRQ
Bcl-W Bim block: human Bim-Bcl-W interaction inhibition; 0.02% of 190,000 active; bead-based flow cytometry, Bim peptide-Bcl-W binding; inhibition, % at 10 µM;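 further: 0% = bound tracer without compound and 100% = peptide blocker; higher means less fluorescent Bim peptide bound to Bcl-W beads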
Bim-Bfl-1: inhibitors of Bim-Bfl-1 interaction, human. Q16548. Bead-based flow cytometry, Bim-Bfl-1 binding inhibition. inhibition, % at 10 µM. 0.12% of 190,000 active;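 further: 0% = wells without compound plus tracer and 100% = blocker peptide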
RGS8-Gao: modulates binding of RGS8 to human Galphao; AID 1423; P09471; response (percent of control binding), % at 10 µM; 0.34% of 220,000 active; multiplexed bead flow cytometry; actives lie on both sides; in the data active means response below about 60% or above about 140%; inactive means in between;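 further: Galphao activated as the GDP aluminium fluoride complex binding bead-coupled RGS8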
RGS7-Gao: modulates binding of RGS7 to human Galphao. P09471. Multiplexed bead flow cytometry; actives lie on both sides. binding response (% of control), % at 10 µM. 0.35% of 220,000 active. AID 1439; in the data active means binding response below about 49% or above about 150%; inconclusive means no clear call, values can overlap the other calls; inactive means in between;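 further: fluorescent Galphao held in activated GDP-AlF4 state binding bead-coupled RGS7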
ABCG2 block: inhibitors of human ABCG2 transporter, ABCB1 counter-screen | inhibition, % at 6.6 µM | AID 1325 | IgMXP3 cells, JC-1 efflux, flow cytometry | 0.1% of 190,000 active;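 active means inhibition above 80%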;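 further: 0% = DMSO and 100% = nicardipine control wells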
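Test system: IgMXP3 (ABCG2) plus far-red-tagged CCRF-Adr (ABCB1) cells / Amount: 3 million cells/mL in well / Reagent: JC-1 transporter substrate / Timing: 10 min compound exposure, 25 °C / Signal: flow cytometry, 530 nm JC-1 signal / Read-out: percent efflux inhibition, scaled nicardipine 100% to DMSO 0% / Benchmarks: nicardipine as high control, DMSO as low control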
Bcl-XL Bim block: human Bim-Bcl-XL interaction inhibition; Q07817; Bim peptide-Bcl-XL binding, bead flow cytometry, fluorescence; inhibition, % at 10 µM; 0.04% of 190,000 active; AID 1007
Bcl-B Bim block: human Bim-Bcl-B interaction inhibition; Q9HD36; bead-based flow cytometry, Bim peptide-Bcl-B binding; inhibition, % at 10 µM; 0.073% of 190,000 active; AID 951;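 further: 0% = tracer peptide without compound and 100% = reference inhibitor peptide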
Bim-Bcl-2: disrupts Bim peptide binding to human Bcl-2 | P10415 | AID 950 | Bead-based flow cytometry, Bim peptide-Bcl-2 binding | 0.06% of 190,000 active | inhibition, % at 10 µM; in the data active means inhibition above about 40%; inconclusive means no clear call, values can overlap the other calls;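 further: 0% = no compound wells with probe peptide and 100% = reference peptide inhibitor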
Bim-Mcl-1: inhibitors of Bim-Mcl-1 interaction, human; Q07820; Bead-based flow cytometry, Bim peptide-Mcl-1 binding; inhibition, % at 10 µM; 0.1% of 190,000 active; AID 1009;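 further: 0% = no compound tracer wells and 100% = peptide blocker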
RGS4-Gao reg: human RGS4-Galphao interaction regulation; P09471; Multiplexed bead flow cytometry, RGS4-Galphao binding; actives lie on both sides; binding response (% of control), % at 10 µM; 0.33% of 220,000 active; in the data active means binding response below about 49% or above about 150%; inactive means in between;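 further: fluorescent Galphao activated with aluminum fluoride binding bead-coupled RGS4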
An asterisk follows results filed as active; ? = inconclusive; / = no result given. Unless noted, no stated cut-off is given here; in the data, active means inhibition above about 40%.

SMILES	ABCB1 inh	Bcl-W Bim block	Bim-Bfl-1	RGS8-Gao	RGS7-Gao	ABCG2 block	Bcl-XL Bim block	Bcl-B Bim block	Bim-Bcl-2	Bim-Mcl-1	RGS4-Gao reg
Cc1nonc1CN(C)C(=O)CC1C(=O)NCCN1Cc1c(F)cccc1Cl (stereo unspecified)	1.2	2	0	95	95	14	0	2	0	1	94
Cc1nc2ccccc2n1CC(O)COc1ccc(Br)cc1 (stereo unspecified)	0.4	-2	-2	101	95	4	-1	-3	-2	-2	98
COc1ccccc1-c1nnn(C/C(N)=N/O)n1	-0.4	-1	0	121	101	-8	-5	-5	-1	0	98
O=C(Nc1cccc(Cl)c1)c1ccc(NCCCN2CCOCC2)c([N+](=O)[O-])c1	1.7	2	-9	104	104	44	0	-4	-10	0	106
CN1CCC2(CC1)N=C(c1ccc(F)cc1)C(=S)N2C(=O)c1ccc(C(C)(C)C)cc1	0.3	-8	-1	101	102	4	-9	-7	-1	-5	101
O=C(Nc1cc(Cl)ccc1N1CCOCC1)c1ccc2c(c1)OCCO2	0.3	3	0	102	102	2	-1	0	0	0	99
CN1CCc2ccccc2CC1=O	0.3	-3	2	99	104	1	-4	-8	-1	0	105
C/C(CC(=O)Nc1ccc(F)cc1)=N\NC(=O)Cc1csc(N)n1	0.0	-7	-5	98	102	1	-8	-5	-7	-6	99
O=S(=O)(NC1CC1)c1ccc(S(=O)(=O)N2CCC3(CC2)OCCO3)cc1	0.5	-1	-6	102	100	2	-1	0	-3	1	97
O=C(CN1CCN(c2ccc(F)cc2)CC1)NCC1CCCO1 (stereo unspecified)	0.8	-4	-16	102	100	3	0	-9	-12	-5	100
O=C(COC(=O)c1ccc(CSc2ccc(Cl)cc2)cc1)Nc1ccccc1	-0.1	-10	-14	103	101	2	-11	-13	-11	-8	101
Cc1ccc(N2CCN(C(=O)CN3C(=O)c4ccccc4C3=O)CC2)cc1	1.9	-5	0	86	77	5	-13	0	3	2	62
COC(=O)C1(CCSC)NC(c2ccc(O)c(OC)c2)C2C(=O)N(c3ccc(C)cc3)C(=O)C21 (stereo unspecified)	0.4	-3	-3	98	97	5	0	-2	-7	-1	97
Cc1cc(C)c(C#N)c(N2CCN(Cc3ccccc3)CC2)n1	1.0	-2	-10	104	102	3	0	1	-5	-1	104
CCN1CCN(CCCNC(=O)c2ccc3c(c2)NC(=O)c2ccccc2S3)CC1	0.1	-5	-10	98	92	0	-5	-6	-6	-6	93
CON1C(=O)C(=O)N(OC)C(C)(C)C1(C)C	0.4	-1	-11	99	101	1	-4	-8	-10	0	103
O=C(c1ccc(OCC2CCCO2)cc1)N1CCc2ccccc2C1 (stereo unspecified)	0.0	-2	-4	107	103	0	-6	-4	1	0	99
Cc1ccccc1OCC(=O)NN1CCN(C)CC1	0.0	-7	-11	102	99	-1	-11	-11	-4	-5	101
O=C1Nc2ccccc2C12OCCS2 (stereo unspecified)	0.1	3	-8	105	106	0	-3	-5	-3	1	110
CN(C)c1ncccc1-c1nc2ccccc2s1	0.0	-2	-3	100	96	0	0	0	0	0	97
Cc1cc(CN2CCOCC2)c(O)c(C2(C)CCCCC2)c1	3.0	-2	-3	102	100	2	-4	2	-6	0	101
CC(C)CC(=O)Nc1ccc(N2CCN(S(C)(=O)=O)CC2)cc1	12	-2	-1	92	96	25	-2	-4	0	-4	95
COc1cccc(C(=O)Nc2ccc(NC(=O)c3ccco3)cn2)c1	0.4	-5	-1	101	99	3	-6	-3	-1	-2	100
COc1ccccc1CCN1C(=S)NC(C)(C)CC1(C)O (stereo unspecified)	0.3	3	1	102	103	2	0	-6	1	-2	109
CCOCCc1nnc(N)s1	0.2	-2	-12	105	110	3	-9	-10	-4	0	108
COc1cc2c3c(c1)C(C)=CC(C)(C)N3C(=O)C2=O	0.2	0	-5	101	104	1	0	0	0	1	101
COc1ccccc1CNC(=O)CN(CCc1ccccc1)S(C)(=O)=O	1.3	0	-6	97	103	3	-1	-4	-7	-3	97
Oc1ccc(N2CCN(C(c3cccs3)c3nnnn3CCc3ccccc3)CC2)cc1 (stereo unspecified)	1.1	0	-1	100	100	2	2	-14	-4	-3	101
CC(=O)c1c(C)[nH]c(C(=O)Nc2ccc(C)c(C)c2)c1C	1.2	-3	-6	101	102	20	-2	-4	-7	-2	101
CN(CC(=O)O)S(=O)(=O)c1ccc2c(c1)n(C)c(=O)c(=O)n2C	1.4	-3	-6	102	?	17	-1	-2	-3	-1	102

Fetched by structure from the list above (three):
SMILES	ABCB1 inh	Bcl-W Bim block	Bim-Bfl-1	RGS8-Gao	RGS7-Gao	ABCG2 block	Bcl-XL Bim block	Bcl-B Bim block	Bim-Bcl-2	Bim-Mcl-1	RGS4-Gao reg
O=C(Nc1cccc(Cl)c1)c1ccc(NCCCN2CCOCC2)c([N+](=O)[O-])c1	1.7	2	-9	104	104	44	0	-4	-10	0	106
Cc1nonc1CN(C)C(=O)CC1C(=O)NCCN1Cc1c(F)cccc1Cl (stereo unspecified)	1.2	2	0	95	95	14	0	2	0	1	94
C/C(CC(=O)Nc1ccc(F)cc1)=N\NC(=O)Cc1csc(N)n1	0.0	-7	-5	98	102	1	-8	-5	-7	-6	99

(next part)
SMILES	ABCB1 inh	Bcl-W Bim block	Bim-Bfl-1	RGS8-Gao	RGS7-Gao	ABCG2 block	Bcl-XL Bim block	Bcl-B Bim block	Bim-Bcl-2	Bim-Mcl-1	RGS4-Gao reg
CN(C)S(=O)(=O)c1cccc(NC(=S)Nc2cc(Cl)cc(Cl)c2)c1	-1.2	-2	-20	102	100	-4	-5	-13	-11	-4	102
CC(C)(C)NC(=O)C(=O)NNC(=O)COc1ccccc1	0.3	-1	-2	99	96	3	0	-2	0	-1	99
c1ccc2c(c1)c1ccccc1n1c(-c3ccc4c(c3)OCO4)nnc21	1.7	0	-3	99	97	5	-2	-2	-1	1	104
Cc1cc2cc(CNC(=O)c3ccc(C)c([N+](=O)[O-])c3)ccc2[nH]1	-0.3	0	3	101	101	11	-5	-2	1	-3	105
CN(C)CCCNC(=O)c1ccc(Oc2ccccc2)cc1	1.3	-1	0	105	99	5	-4	-8	0	-3	103
C#CCOCCOCCOCCNc1nc(N2CCN(C(=O)[C@H](CCC(=O)O)n3cc(C(N)CO)nn3)CC2)nc(N2CCN(C(=O)[C@H](Cc3ccc(O)cc3)n3cc(C(N)CC(C)C)nn3)CC2)n1 (stereo partly specified)	0.5	0	-5	100	104	1	-6	-4	-2	-4	102
CCC(=O)c1cc(F)c(N2CCN(S(=O)(=O)c3ccccc3)CC2)cc1C	0.9	7	0	102	98	6	-1	-1	4	8	100
O=C(/C=C/c1ccc(OCc2c(F)cccc2Cl)cc1)N1CCOCC1	-1.0	0	2	102	103	-3	-1	-1	-3	-4	105
Cc1nc(N2CCC(C(N)=O)CC2)c2c(-c3cccs3)csc2n1	-1.7	-1	-5	104	103	17	-4	-4	-2	-1	105
COc1ccc(NC(=O)c2ccc3ccccc3n2)cc1S(=O)(=O)N1CCCCC1	1.3	0	-2	100	103	7	-2	0	-3	-2	104
CC(C)COC(=O)NCCOC(=O)Nc1cccc(Cl)c1	0.4	0	-12	99	99	2	-2	-9	-6	6	101
CC(C)Oc1cccc(C(=O)C2CCCN(Cc3cccn3-c3ccccn3)C2)c1 (stereo unspecified)	0.0	-1	0	102	?	-1	0	1	2	1	103
CC(C)CCNC(=S)Nc1ccc2nc3n(c(=O)c2c1)CCCCC3	-1.6	-1	1	105	100	-3	-3	-3	0	-5	104
O=C(NCc1ccc2c(c1)OCO2)c1ccc(NC(=O)C2CCCO2)cc1 (stereo unspecified)	-0.1	-1	-13	102	102	-2	-7	-7	-8	-1	103
CCOC(=O)c1nc(-c2ccccc2)oc1N(C)C	0.0	0	-5	101	100	11	0	0	4	1	100
Cc1[nH]c2ccccc2c1CCNC(=O)c1ccc2c(c1[N+](=O)[O-])C(=O)c1ccccc1C2=O	-0.3	7	-1	97	86	4	8	5	0	1	92
CCN(CC)S(=O)(=O)c1cccc(C(=O)N/N=C/c2ccc(N3CCOCC3)cc2)c1	0.1	-6	-5	100	99	0	-3	-3	-4	-3	100
CCOc1cc(/C=N/NC(N)=O)ccc1OCC(=O)Nc1ccc(C)c(C)c1	0.3	12	5	99	96	2	7	6	-1	3	99
Cn1cnnc1SCC(=O)c1cc2ccccc2oc1=O	-0.5	4	14	100	100	-2	-1	-9	1	-2	102
Cc1cccc(N2CCN(C(=O)C(Cc3ccccc3)n3cccc3)CC2)c1C (stereo unspecified)	1.2	1	-13	99	100	2	-3	-5	-3	0	100
COc1ccc(CCNC(=O)C2CCC(CNS(=O)(=O)c3ccc(F)cc3)CC2)cc1OC (stereo unspecified)	-0.4	0	-2	101	?	0	1	2	0	1	96
O=C(O)CC(NC(=O)C1c2ccccc2Oc2ccccc21)c1ccc(Cl)cc1 (stereo unspecified)	-0.7	0	2	108	107	-4	-2	-2	2	2	103
O=C(Nc1ccc(N2C(=O)C3C4C=CC(C4)C3C2=O)cc1)Nc1cccnc1 (stereo unspecified)	0.2	0	-9	98	103	0	-4	-6	-8	-1	97
COc1ccc(CC(=O)Nc2ccc(C(=O)Nc3ccccc3C(=O)O)cc2)cc1OC	-0.4	3	1	102	101	-2	3	3	3	3	104
O=C1CC(c2ccco2)Cc2c1cnn2-c1nc2ccccc2s1 (stereo unspecified)	0.6	-6	0	113	107	1	-7	-11	-3	-4	108
CCN(CC)S(=O)(=O)c1ccc(C2=NOC3(C2)N(C)c2ccccc2C3(C)C)cc1 (stereo unspecified)	1.4	-2	-1	102	107	5	-4	-5	1	-3	101
CCOC(=O)N1CCN(C(=O)CSc2nc3c(cnn3-c3ccc(C)cc3)c(=O)[nH]2)CC1	-0.2	/	/	100	102	1	/	/	/	/	106
CCOC(=O)c1ccc(N2C(=O)CC(Nc3ccc(CCO)cc3)C2=O)cc1 (stereo unspecified)	0.8	0	-2	99	101	3	-5	-1	-2	-1	102
CCC(C(=O)O)n1nc(-c2ccccc2)c2cc(Cl)ccc21 (stereo unspecified)	0.1	4	-4	107	98	0	3	-2	5	2	110
Cc1c(-n2c(O)c(C3=c4ccccc4=NC3=O)sc2=S)c(=O)n(-c2ccccc2)n1C	1.1	-3	-1	100	104	3	-3	-3	-2	-1	99
Cc1cc(=O)[nH]c(SCC(=O)N2CCC(C(N)=O)CC2)n1	0.0	0	-1	98	98	0	-1	-1	-3	-1	97
O=C(CSc1nccn1-c1ccccc1)NCc1ccc2c(c1)OCO2	-2.1	0	-8	101	101	-3	9	-6	-6	-2	101
COc1cccc(-n2c(Cc3cc(=O)[nH]c(=O)[nH]3)nnc2SCC(=O)Nc2ccccc2)c1	0.2	0	-13	101	102	0	-3	-6	-9	-1	99
Cc1ccc(OCC(=O)Nc2ccccc2-c2ccccc2)cc1	1.1	0	-4	98	96	7	-4	-4	-1	0	97
C/C(=N\OC(=O)c1ccc(OC(C)C)cc1)c1ccc(C)c(C)c1	-0.2	0	-18	100	97	34	-12	-11	-10	-1	98
CCOC(=O)c1[nH]c(C)c(C(=O)c2ccc(C)cc2)c1C	0.7	-3	-4	96	99	2	-1	-1	-2	-4	98
O=C(NCc1cccnc1)c1cccs1	0.5	0	-1	95	93	6	2	0	2	0	92

Bioassay records: PubChem BioAssay, NMMLSC

Compounds as they come; overall some 0.94% were active at least once.
